Pax4 gene expression: activators of Pax4 gene expression, primary screen, RT-PCR, mouse alpha TC1 cells, single point (AID 1053180); mouse alpha TC1 cells, Pax4 mRNA qPCR, 6 days; stronger effect = higher value; 100% = Pax4 plasmid added at qPCR; activation, % at 10 µM; 9,600 tested, 0.2% active;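 active means highest normalized replicate activity of 15 or more, or at least half the replicates reach 15 or more; inactive means neither condition met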;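 further: pax4 Ct normalized to GAPDH with activation seen as lower delta delta Ct; plate controls were plate neutral control wells for no effect and Pax4 plasmid positive control for full effect; each compound tested in two replicate wells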
DLD1 CTGF mRNA: YAP1 pathway inhibitors via CTGF transcript, primary screen, DLD1 colon cancer cells, RT-qPCR, single point (AID 743449); DLD1 CTGF mRNA qPCR, 24 h; stronger effect = higher value; inhibition, % at 12.5 µM; 9,900 tested, 0.9% active;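 active means mean normalized replicate activity at least 50 and at least half of replicates each reaching 50; inconclusive means only one of the two criteria met; inactive means neither criterion met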;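 further: 0% = neutral control wells and 100% = dasatinib control wells; higher means stronger suppression of CTGF expression like dasatinib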
* = called active by the depositor; ? = inconclusive.

SMILES	Pax4 gene expression	DLD1 CTGF mRNA
C[C@H]1CN([C@@H](C)CO)C(=O)c2cc(C#CC3(O)CCCC3)cnc2O[C@@H]1CN(C)S(=O)(=O)c1cccc(F)c1	0.0	?
CC(C)NC(=O)N(C)C[C@H]1Oc2ccc(NC(=O)c3ccncc3)cc2C(=O)N([C@H](C)CO)C[C@@H]1C	0.0	-16
COc1ccc2c3c([nH]c2c1)[C@@H](CO)N(CC1CC1)CC31CCN(C(=O)Nc2cccc(F)c2)CC1	0.0	14
CN(C)CC(=O)N1[C@H](CO)[C@@H](c2ccc(C#CC3CCCCC3)cc2)[C@@H]1C#N	0.0	-31
CCS(=O)(=O)Nc1ccc2c(c1)C(=O)N(C)[C@@H]1CC[C@H](CC(=O)NCc3ccc(OC)cc3)O[C@H]1CO2	0.0	-1
C[C@@H]1CN([C@@H](C)CO)C(=O)CCCn2nncc2CO[C@@H]1CN(C)S(=O)(=O)c1cn(C)cn1	0.0	-28
C[C@@H]1CN([C@@H](C)CO)C(=O)CCCn2nncc2CO[C@@H]1CN(C)C(=O)NC1CCCC1	0.0	-3
O=C(Nc1cc(F)ccc1F)N[C@H]1CC[C@H](CCn2cc(C3CCCCC3)nn2)O[C@@H]1CO	0.0	26
C[C@H]1CN([C@@H](C)CO)C(=O)CCCn2nncc2CO[C@@H]1CN(C)C(=O)Nc1ccnc(N2CCOCC2)c1	0.0	14
COc1ccc2c3c([nH]c2c1)[C@@H](CO)N(CC1CC1)CC31CN(Cc2cc(F)ccc2F)C1	0.0	-6
C[C@H]1CN([C@@H](C)CO)C(=O)CCCn2cc(nn2)CO[C@H]1CN(C)C(=O)Nc1cccc2ccccc12	0.0	?
C[C@H](CO)N1C[C@H](C)[C@@H](CN(C)S(=O)(=O)c2ccc([N+](=O)[O-])cc2)OCc2ccccc2-c2ccccc2C1=O	0.0	-5
COc1ccc2c3c([nH]c2c1)[C@H](CO)N(C(=O)Nc1ccc(F)cc1)CC31CN(Cc2cc(-c3ccccc3)on2)C1	0.0	17
Cc1noc(C)c1S(=O)(=O)N(C)C[C@@H]1OCc2ccccc2-c2c(n(C)c3ccccc23)C(=O)N([C@@H](C)CO)C[C@H]1C	0.0	32
O=C(CN1CCOCC1)N[C@H]1CC[C@H](CCn2cc(C3CC3)nn2)O[C@H]1CO	0.0	-6

Pulled by compound from the list above:
SMILES	Pax4 gene expression	DLD1 CTGF mRNA
CCS(=O)(=O)Nc1ccc2c(c1)C(=O)N(C)[C@@H]1CC[C@H](CC(=O)NCc3ccc(OC)cc3)O[C@H]1CO2	0.0	-1
CN(C)CC(=O)N1[C@H](CO)[C@@H](c2ccc(C#CC3CCCCC3)cc2)[C@@H]1C#N	0.0	-31
CC(C)NC(=O)N(C)C[C@H]1Oc2ccc(NC(=O)c3ccncc3)cc2C(=O)N([C@H](C)CO)C[C@@H]1C	0.0	-16

(continued)
SMILES	Pax4 gene expression	DLD1 CTGF mRNA
CCCC(=O)Nc1ccc2c(c1)C(=O)N(C)[C@@H]1CC[C@H](CC(=O)NCc3cccc(F)c3)O[C@@H]1CO2	0.0	-18
COc1cccc(-c2ccc3c(c2)O[C@@H](CN(C)Cc2cccnc2)[C@@H](C)CN([C@H](C)CO)S3(=O)=O)c1	0.1	27
O=C(C[C@H]1CC[C@@H](NC(=O)Nc2ccc(C(F)(F)F)cc2)[C@@H](CO)O1)NCc1cccc(F)c1	0.0	?
COc1ccc(-c2ccc([C@H]3[C@@H](CO)N4C(=O)CN(C(=O)C5CC5)C[C@@H]34)cc2)cc1	0.0	-28
COc1ccc(-c2ccc([C@@H]3[C@H]4CN(C(=O)C5CC5)CC(=O)N4[C@H]3CO)cc2)cc1	0.0	1
CNC[C@H]1Oc2ccc(NC(=O)CCC(F)(F)F)cc2C(=O)N([C@@H](C)CO)C[C@H]1C	0.0	25
C[C@@H]1CN([C@H](C)CO)C(=O)c2c(c3ccccc3n2C)-c2ccccc2CO[C@@H]1CN(C)S(=O)(=O)c1ccc([N+](=O)[O-])cc1	0.2	-60
Cn1cnc(S(=O)(=O)N2C[C@@H](O)COC[C@@H]3O[C@@H](CC(=O)NCc4cccc(F)c4)CC[C@H]32)c1	0.0	-14
CCCNC(=O)Nc1ccc2c(c1)OC[C@H](C)N(C(=O)C1CCOCC1)C[C@@H](C)[C@@H](OC)CN(C)C2=O	0.0	-1
CC(C)[C@H]1COCc2cn(nn2)CCC[C@@H](C)C(=O)N1	0.0	-9
O=C(C[C@@H]1CC[C@@H]2[C@H](COC[C@@H](O)CN2CCC(F)(F)F)O1)NCc1ccc2c(c1)OCO2	0.0	10
COc1cccc(S(=O)(=O)N2CCCCN3[C@H](CO)[C@@H](c4ccc(C#CCC(C)C)cc4)[C@H]3C2)c1	0.0	0
O=C(C[C@H]1CC[C@@H]2[C@H](COC[C@H](O)CN2CC2CCOCC2)O1)NCc1ccc(Cl)cc1	0.0	9
COc1cccc(-c2ccc3c(c2)[C@@H]2[C@@H](CCN2S(=O)(=O)C2=NC(C)C=N2)[C@@H](CO)N3C)c1 (stereo partly specified)	0.0	25
CN(C)C(=O)C[C@@H]1CC[C@H]2[C@@H](COc3ccc(NC(=O)C4CCCCC4)cc3C(=O)N2C)O1	0.0	-7

3 entries from above, with values under each structure:
Value order: Pax4 gene expression, DLD1 CTGF mRNA
> O=C(C[C@H]1CC[C@@H]2[C@H](COC[C@H](O)CN2CC2CCOCC2)O1)NCc1ccc(Cl)cc1
    0.0, 9
> COc1cccc(-c2ccc3c(c2)[C@@H]2[C@@H](CCN2S(=O)(=O)C2=NC(C)C=N2)[C@@H](CO)N3C)c1 (stereo partly specified)
    0.0, 25
> CN(C)C(=O)C[C@@H]1CC[C@H]2[C@@H](COc3ccc(NC(=O)C4CCCCC4)cc3C(=O)N2C)O1
    0.0, -7

Next records follow:
SMILES	Pax4 gene expression	DLD1 CTGF mRNA
CCCC(=O)Nc1ccc2c(c1)OC[C@H](C)N(S(=O)(=O)c1cn(C)cn1)C[C@H](C)[C@@H](OC)CN(C)C2=O	0.0	-4
O=C(O)C[C@H]1C=C[C@@H](NC(=O)Nc2cc(F)ccc2F)[C@H](CO)O1	0.0	9
CO[C@H]1CN(C)C(=O)c2cc(NC(=O)Nc3cc(F)ccc3F)ccc2OC[C@@H](C)NC[C@@H]1C	0.0	-7
C[C@H](CO)N1C[C@H](C)[C@H](CN(C)C(=O)c2cc(-c3ccccc3)on2)OCc2cnnn2CCCC1=O	0.0	29
C[C@H]1CN([C@@H](C)CO)C(=O)Cc2cc(NC(=O)C3CCCCC3)ccc2O[C@H]1CN(C)Cc1ccc(Cl)c(Cl)c1	0.1	36
CO[C@H]1CN(C)C(=O)c2cc(NC(C)=O)ccc2OC[C@@H](C)N(C(=O)Cc2ccccn2)C[C@@H]1C	0.0	10
C[C@@H]1CN([C@@H](C)CO)C(=O)c2cc(N(C)C)ccc2O[C@H]1CN(C)CC1CCCCC1	0.0	15
COc1ccc2c3c([nH]c2c1)[C@H](CO)N(S(=O)(=O)c1ccc(C)cc1)CC31CCN(C(=O)Cc2cccnc2)CC1	0.0	-10
CCC(=O)N1CC(=O)N2[C@@H](CO)[C@@H](c3ccc(C#CCC(C)C)cc3)[C@@H]2C1	0.0	-2
CN(C)C(=O)c1cccc(-c2ccc3c(c2)[C@H]2[C@H](CCN2Cc2nccs2)[C@H](CO)N3)c1	0.0	-1
O=C(C1CCCCC1)N1CC(=O)N2[C@@H](CO)[C@H](c3ccc(-c4ccccc4F)cc3)[C@@H]2C1	0.0	-4
C[C@H](CO)N1C[C@H](C)[C@H](CN(C)C(=O)NC2CCCCC2)OCc2ccccc2-c2c(n(C)c3ccccc23)C1=O	0.1	-25
CS(=O)(=O)Nc1ccc2c(c1)[C@@H]1C[C@@H](CC(=O)NCCc3ccccc3)O[C@H](CO)[C@@H]1O2	0.0	-30
C[C@@H]1CN([C@@H](C)CO)C(=O)Cc2cc(NC(=O)Nc3ccc(F)cc3)ccc2O[C@@H]1CN(C)S(C)(=O)=O	0.0	23
CO[C@@H]1CN(C)C(=O)c2cc(NC(C)=O)ccc2OC[C@@H](C)N(S(C)(=O)=O)C[C@H]1C	0.0	-13
C[C@H](CO)N1C[C@H](C)[C@@H](CN(C)Cc2cccc(C(=O)O)c2)OCc2ccccc2-c2ccccc2C1=O	0.0	-23
COc1ccc(NC(=O)N(C)C[C@@H]2Oc3c(NC(=O)CCCCCC(=O)Nc4ccccc4N)cccc3C(=O)N([C@H](C)CO)C[C@H]2C)cc1	0.0	5
C[C@H]1CN([C@@H](C)CO)C(=O)Cc2cc(NS(=O)(=O)c3cccs3)ccc2O[C@H]1CN(C)CC1CCCCC1	0.0	-22
COc1ccc(NC(=O)N(C)C[C@H]2Oc3ccc(NC(=O)CCN4CCOCC4)cc3C(=O)N([C@H](C)CO)C[C@@H]2C)cc1	0.1	-15
COc1ccc2c3c(n(C)c2c1)[C@H](CO)N(C)CC31CN(S(=O)(=O)c2cccs2)C1	0.0	14
O=C(Nc1ccc(F)cc1)N1C[C@@H]2[C@H](c3ccccc31)[C@H](CO)N2C(=O)c1ccncc1	0.0	-38
O=C(C[C@@H]1CC[C@@H](NC(=O)c2ccc(F)cc2)[C@H](CO)O1)NCCc1ccccc1	0.0	20
C[C@@H]1CN([C@H](C)CO)C(=O)c2cc(-c3cccc(C(=O)N(C)C)c3)cnc2O[C@H]1CN(C)C(=O)Cc1ccccn1	0.0	-6
COc1ccc(NC(=O)N(C)C[C@@H]2OCc3ccccc3-c3ccccc3C(=O)N([C@H](C)CO)C[C@@H]2C)c(OC)c1	0.0	11
CO[C@@H](CN(C)C(=O)c1cnccn1)[C@H](C)CN([C@@H](C)CO)S(=O)(=O)c1ccccc1	0.0	-7
COc1ccc2c3c([nH]c2c1)[C@@H](CO)N(Cc1ccccc1F)CC31CCN(C(=O)C2CC2)CC1	0.0	-32
CN1C(=O)c2cc(NC(=O)c3cnccn3)ccc2OC[C@@H]2O[C@H](CC(=O)N[C@H]3CCN(Cc4ccccc4)C3)CC[C@H]21	0.0	-1
O=C(C[C@@H]1CC[C@H](NC(=O)Nc2ccc(C(F)(F)F)cc2)[C@@H](CO)O1)NCc1cccc(F)c1	0.0	10
C[C@@H]1CN([C@H](C)CO)C(=O)Cc2cc(NC(=O)C3CC3)ccc2O[C@@H]1CN(C)S(=O)(=O)c1cn(C)cn1	0.0	7
CCC(=O)N1[C@H](CO)[C@@H](c2ccccc2-c2ccccc2)[C@@H]1C#N	0.0	-2
Cc1ccccc1S(=O)(=O)Nc1ccc2c(c1)C(=O)N(C)[C@@H]1CC[C@@H](CC(=O)O)O[C@@H]1CO2	0.0	-8
O=C1CNC[C@@H]2[C@H](c3ccc(-c4ccccc4F)cc3)[C@@H](CO)N12	0.0	-21
C[C@@H]1CCCCO[C@@H](CN(C)S(C)(=O)=O)[C@H](C)CN([C@H](C)CO)C(=O)c2cc(NC(=O)NC3CCCCC3)ccc2O1	0.0	-13
COc1ccc(NC(=O)N(C)C[C@@H]2OCc3cnnn3CCCC(=O)N([C@H](C)CO)C[C@@H]2C)c(OC)c1	0.0	4
C[C@H]1CN([C@@H](C)CO)C(=O)CCCn2nncc2CO[C@H]1CN(C)C(=O)c1ccc(N2CCN(C)CC2)cc1	0.0	3
CN1CCCCN2[C@H](C1)[C@@H](c1ccc(-c3ccc(F)cc3)cc1)[C@@H]2CO	0.0	-38
CS(=O)(=O)Nc1ccc2c(c1)[C@H]1C[C@H](CC(=O)NCc3cc(F)ccc3F)O[C@H](CO)[C@H]1O2	0.0	-11
COc1ccc2c3c(n(C)c2c1)[C@H](CO)N(CC1CC1)CC31CN(C(=O)CC2CC2)C1	0.0	2
C[C@@H]1CN([C@@H](C)CO)C(=O)c2cc(NC(=O)Cn3cnnn3)ccc2O[C@H]1CN(C)Cc1ccc(C(=O)Nc2ccccc2N)cc1	0.0	22
COc1ccc2c3c(n(C)c2c1)[C@H](CO)NCC31CN(C(=O)c2cccc(F)c2)C1	0.0	-4
COc1ccc(S(=O)(=O)Nc2ccc3c(c2)C(=O)N([C@H](C)CO)C[C@H](C)[C@@H](CN(C)S(=O)(=O)c2ccc(Cl)cc2)OCCCC[C@@H](C)O3)cc1	0.0	39
Cc1noc(C)c1NC(=O)Nc1ccc2c(c1)C(=O)N([C@@H](C)CO)C[C@H](C)[C@H](CN(C)Cc1ccc3c(c1)OCO3)OCCCC[C@H](C)O2	0.0	-6
C[C@@H]1CN([C@@H](C)CO)C(=O)CCCn2nncc2CO[C@H]1CN(C)C(=O)Nc1ccccc1C(F)(F)F	0.0	3
O=C1CNC[C@@H]2[C@@H](c3ccc(C#CC4CCCCC4)cc3)[C@H](CO)N12	0.0	-3
CC(C)C(=O)Nc1ccc2c(c1)C(=O)N(C)[C@H]1CC[C@H](CC(=O)NCCc3ccccc3)O[C@H]1CO2	0.0	15
CO[C@H]1CN(C)C(=O)c2ccc(NS(C)(=O)=O)cc2OC[C@@H](C)N(CC2CC2)C[C@H]1C	0.0	19
CC(=O)N1[C@H](CO)[C@H](c2ccccc2)[C@H]1CN(CC(C)C)C(=O)c1ccccn1	0.0	-23
N#C[C@H]1[C@H](c2ccccc2)[C@@H](CO)N1C(=O)c1ccc2c(c1)OCO2	0.0	-8
C[C@@H]1CCCCO[C@@H](CN(C)C(=O)c2ccncc2)[C@@H](C)CN([C@H](C)CO)C(=O)c2cc(NC(=O)CCC(F)(F)F)ccc2O1	0.0	3

Only part of the results is shown; rates above refer to the full screens.
